# Assay outcomes: PubChem, several laboratories
# RPL19A-GFP yeast: RPL19A-GFP expression modulators in yeast, primary screen, cell-based, S. cerevisiae, multiplex flow cytometry, MLPCN; S. cerevisiae RPL19A-GFP strain, 3 h; hits give low values; percent response vs DMSO, % at 10 µM; hit rate 0.3% among 330,000; AID 2025, 2009;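 active means percent response vs DMSO below 50%; inconclusive means fewer than 70 events counted for the yeast strain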;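 further: median channel GFP fluorescence of the barcoded RPL19A-GFP strain; ratio of sample median GFP to plate DMSO average so 100% = DMSO; lower means less RPL19A-GFP as with rapamycin TOR inhibition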
# AGP1-GFP MLPCN: modulators of AGP1-GFP expression in yeast TOR pathway, primary screen, cell-based, multiplex flow cytometry, S. cerevisiae, MLPCN library; 3 h; GFP as percent of DMSO wells; GFP response vs DMSO, % at 10 µM; hit rate 0.02% among 320,000; AID 2066, 2009;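 active means GFP response relative to DMSO above a set limit, near screen average plus 3 SD, cut at about 150% in these data; inconclusive means fewer than 70 cells counted for the yeast strain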;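 further: median GFP channel fluorescence of the gated AGP1 strain per well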
# MEP2-GFP yeast: modulators of MEP2-GFP levels in yeast, primary screen, S. cerevisiae, multiplex flow cytometry, MLPCN library; S. cerevisiae MEP2-GFP strain, 3 h; 100% = DMSO control level; GFP response vs DMSO, % at 10 µM; hit rate 0.51% among 330,000; AID 2016, 2009;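 active means GFP response versus DMSO above a set limit, roughly screen mean plus 3 SD, cut at about 180% in these data; inconclusive means fewer than 70 cells counted for a yeast strain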;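 further: median GFP fluorescence of the barcode-gated MEP2-GFP cells per well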
# CR mimetic SO: reduction of superoxide in aged yeast, primary screen, HTS; S. cerevisiae aged cells, superoxide DHE fluorescence; hits give low values; superoxide response (% of plate mean), % at 10 µM; hit rate 0.18% among 330,000; AID 2690, 2010;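 active means superoxide response under a set limit, about three screen SD below normal, cut at about 65% in these data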;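 further: yeast aged for seven days with compound at 30 °C before DHE staining; 100% = average MFI of all compound-treated wells on the plate with controls excluded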
# Efflux pump inh: inhibitors of Candida efflux pumps in yeast, primary screen, S. cerevisiae, Nile Red, multiplex; inhibition, % at 10 µM; S. cerevisiae Candida pump triplex; AID 485275, 2010; hit rate 0.44% among 330,000;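 active means plate passing quality check with inhibition over a set limit, or well fluorescence over plate mean plus 4 SD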;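 further: Nile Red retained in pooled yeast measured as flow cytometry median fluorescence; 0% = buffer negative control and 100% = Enniatin B positive control; higher means more Nile Red kept so more efflux inhibition; some compounds called inactive have numbers as strong as hits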
# AHR activator: AHR activators, primary screen, cell-based, luminescence, luciferase reporter, human | hit rate 2.5% among 320,000 | activation, % at 5 µM | AID 2796, 2010 | AHR-responsive luciferase reporter cells; in the data active means activation above about 47%;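 further: 0% = vehicle wells and 100% = reference agonist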
# Target sequence (P35869 whole entry, looked up): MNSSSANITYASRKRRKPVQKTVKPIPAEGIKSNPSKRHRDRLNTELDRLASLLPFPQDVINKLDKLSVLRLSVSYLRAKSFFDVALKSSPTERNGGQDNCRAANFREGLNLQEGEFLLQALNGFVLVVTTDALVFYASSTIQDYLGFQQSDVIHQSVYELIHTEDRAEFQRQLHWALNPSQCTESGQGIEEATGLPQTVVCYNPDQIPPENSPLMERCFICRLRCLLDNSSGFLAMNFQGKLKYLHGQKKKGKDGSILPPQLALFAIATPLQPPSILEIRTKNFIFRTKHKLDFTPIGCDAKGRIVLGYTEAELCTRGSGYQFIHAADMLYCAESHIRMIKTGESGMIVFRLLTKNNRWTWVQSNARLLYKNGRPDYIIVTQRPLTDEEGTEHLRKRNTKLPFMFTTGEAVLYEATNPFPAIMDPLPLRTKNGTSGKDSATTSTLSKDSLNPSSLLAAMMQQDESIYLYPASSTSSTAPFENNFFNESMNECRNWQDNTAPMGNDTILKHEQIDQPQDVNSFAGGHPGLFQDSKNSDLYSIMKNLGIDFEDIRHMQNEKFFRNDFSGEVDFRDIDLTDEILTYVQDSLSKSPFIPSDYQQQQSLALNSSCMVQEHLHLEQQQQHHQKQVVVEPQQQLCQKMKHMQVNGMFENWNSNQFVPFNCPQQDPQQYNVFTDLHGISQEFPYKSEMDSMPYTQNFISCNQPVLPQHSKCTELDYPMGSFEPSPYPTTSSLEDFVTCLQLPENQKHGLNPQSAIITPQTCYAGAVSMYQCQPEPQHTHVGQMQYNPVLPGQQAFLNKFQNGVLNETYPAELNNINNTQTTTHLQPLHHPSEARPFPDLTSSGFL
# LAP4-GFP MLPCN: modulators of LAP4-GFP expression in yeast, primary screen, S. cerevisiae, multiplex flow cytometry, MLPCN library. hit rate 0.34% among 320,000. GFP response vs DMSO, % at 10 µM. AID 2023, 2009. 3 h; median GFP as percent of DMSO wells;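 active means GFP response vs DMSO above a set limit, about the screen mean plus 3 SD, cut at about 150% in these data; inconclusive means under 70 cell events counted for the yeast strain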
# CIT2 TOR yeast: modulators of CIT2-GFP expression in yeast, primary screen, S. cerevisiae, GFP fusion, multiplex flow cytometry, MLPCN library. GFP response vs DMSO, % at 10 µM. hit rate 0.065% among 320,000. AID 2029, 2009. S. cerevisiae CIT2-GFP strain, 3 h; 100 means same as DMSO wells;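 active means GFP response relative to DMSO above a set limit, near the screen mean plus 3 SD, cut at about 150% in these data; inconclusive means Fewer than 70 cells measured for a yeast strain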;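 further: ratio of well median GFP fluorescence to mean of DMSO wells on the plate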
# * marks the source's active call; other numbers are inactive results; i = inactive; ? = inconclusive; . = not tested or not shown; & = joins results of further samples. Hits appear at their usual frequency (roughly 3.9% active in at least one column).
SMILES,RPL19A-GFP yeast,AGP1-GFP MLPCN,MEP2-GFP yeast,CR mimetic SO,Efflux pump inh,AHR activator,LAP4-GFP MLPCN,CIT2 TOR yeast
COc1cc(C(=O)OCC(=O)N(C)Cc2ccccc2)cc(OC)c1OC,101.0,104.7,104.4,117.8,0.1,-2.3,103.7,107.4
CN1CCN(c2ccc(CNS(=O)(=O)c3ccsc3)cc2)CC1,98.7,105.1,98.7,i,0.0,-0.1,112.3,99.8
COc1cccc(NC(=O)c2nc3ncccn3n2)c1,101.9,107.3,107.0,102.0,0.0,7.4,106.0,105.9
COc1cccc(OCCCCN2CC(C)OC(C)C2)c1 (configuration not stated),94.7,94.7,116.5,83.3,0.0,2.2,95.2,99.6
N#C/C(C(N)=O)=c1/ccc2c(c1)N1C3=C(CCCC3)CC3CCCCC31N=2 (configuration not stated),93.1,89.6,104.3,93.3,0.1,7.1,159.7*,80.9
O=C(NC1CC1)c1cc(-c2ccccn2)nc2ccccc12,96.7,98.2,101.6,118.2,0.0,12.4,95.1,97.7
CCc1noc(C)c1C(=O)N1CCN(S(=O)(=O)c2ccc(C(C)=O)cc2)CC1,99.2,110.0,101.2,101.2,0.0,-0.1,102.2,95.4
CC(=O)N1N=C(c2ccccc2)OC12CCCC2,105.5,100.3,103.9,109.0,0.1,-11.3,110.8,97.7
CCOC(=O)c1sc2ncnc(N3CCN(C(=O)OCC)CC3)c2c1C,103.6,100.6,106.5,114.2,0.1,-1.2,107.2,104.9
CN1CCN(Cc2c(O)ccc3c2oc(=O)c2ccccc23)CC1,101.8,99.4,103.6,98.8,0.2,-0.3,102.7,94.0
O=C(c1ccco1)N1c2ccccc2Sc2ccccc21,91.8,92.5,83.0,98.0,0.1,1.3,89.2,90.6
O=C(Nc1cccnc1)c1scc2c1OCCO2,94.2,97.8,92.6,197.4,0.1,-7.7,97.8,92.8
O=C(CN1C(=O)C2C3C=CC(C3)C2C1=O)OCC(=O)c1ccccc1 (configuration not stated),102.0,98.2,88.9,90.5,-0.3,0.2,97.0,101.8
O=C(Oc1ccc2ccc(=O)oc2c1)C1CCCCC1,112.5,109.9,111.6,105.1,0.0,0.9,97.2,114.6
Cc1ccc(S(=O)(=O)Nc2cccc(C(=O)NCc3ccccn3)c2)cc1F,88.9,100.2,93.8,103.2,0.0,1.4,100.0,95.4
CCOc1ccc(CCNC(=O)c2cccc(S(=O)(=O)N3CCCCC3)c2)cc1OCC,100.2,104.5,99.5,98.5,0.0,-0.5,96.3,100.8
CC(C)[C@H](NC(=O)OCc1ccccc1)C(=O)OCC(=O)Nc1ccc(N2CCOCC2)cc1,99.9,108.5,103.0,104.4,-0.1,-0.6,112.0,109.5
Nc1c(C(=O)Nc2ccc3c(c2)OCCO3)nnn1Cc1ccc(F)cc1,100.9,108.3,91.3,97.4,-0.1,29.0,111.2,103.4
O=C(NCCN1CCN(c2ccccc2)CC1)c1ccccc1F,96.2,96.4,116.4,90.7,0.0,3.1,97.5,104.5
O=C(COC(=O)Cc1ccc(F)cc1)NC(=O)NC1CCCC1,98.1,99.7,98.7,89.6,0.1,0.3,95.2,91.8
Cc1ccc(S(=O)(=O)N(C)c2ccc(OCc3cccc(C)c3)cc2)cc1,96.7,95.5,97.4,107.3,-0.5,0.2,94.3,96.7
COc1ccc(NC(=O)C2CCC(=O)N2C(=O)OCc2ccccc2)cc1 (configuration not stated),91.2,89.5,92.5,109.8,0.1,-0.3,88.5,89.5
Cc1nn(C2CCS(=O)(=O)C2)c(C)c1CN(C)C(=O)c1ccc(Cl)cc1 (configuration not stated),99.1,102.6,99.2,108.3,-0.1,6.7,95.9,105.9
Cc1cccc(-c2oc(C)c(C)[n+]2[O-])c1,100.3,102.8,108.0,99.7,0.0,-3.0,107.4,99.1
CCN(CC(=O)Nc1ccc(OC)cc1)C(=O)C1CCN(C(=O)c2ccc(Cl)cc2)CC1,99.4,97.6,95.7,92.2,-0.1,0.3,101.0,95.9
Cc1nc2ccccc2n1/C(=N\S(=O)(=O)c1ccccc1)c1ccccc1,102.2,107.4,101.8,94.9,0.0,0.2,99.5,105.6
CSC1=N/C(=C\c2cccc(Cl)c2)C(=O)N1N(C)C,94.3,98.8,97.2,100.1,0.0,5.7,105.1,87.2
CCOc1ccccc1NC(=O)c1cnccn1,107.6,102.2,107.7,99.2,-0.2,2.7,101.1,106.1
COC(=O)CSc1cc([N+](=O)[O-])cc2c1c(C1OCCO1)nn2-c1ccccc1,106.8,101.1,102.4,102.5,0.1,4.0,89.6,111.4
Cc1nnc(SCC(=O)c2c(N)n(Cc3ccccc3)c(=O)n(C)c2=O)n1C,116.2,106.0,113.9,109.7,0.1,2.8,111.2,106.9
COc1ccc(-c2csc(NC(=O)c3cccc(N4C(=O)CCC4=O)c3)n2)cc1OC,97.0,96.8,95.9,85.9,0.0,-0.5,94.0,97.8
O=C(O)c1cc(-c2ccccc2)n(-c2ccc(F)cc2)n1,89.2,93.3,90.9,97.5,-0.1,5.1,99.6,99.1
Cc1cc(=O)oc(C)c1C(=O)NCc1ccccc1,?,?,?,110.4,-0.1,-1.2,?,?
Cc1cc(C)n(-c2nnc(C)n2/N=C/c2ccco2)n1,101.7,96.3,103.0,95.7,-0.2,-3.0,98.3,.
Cc1ccc(C(=O)NCCc2nnc3ccc(SCC(=O)Nc4cc(C)on4)nn23)cc1,97.6,100.5,100.6,93.9,0.0,0.1,101.6,102.0
CCc1ccc(NC(=O)c2cccnc2)cc1,99.2,94.6,107.6,101.1,0.2,54.1*,102.5,91.9
Cc1cc(C)cc(NC(=O)c2ccccc2CC[N+](=O)[O-])c1,101.5,112.4,106.3,108.8,-0.1,20.9,111.1,107.2
O=C(Cn1nnc2ccccc21)Nc1ccc([N+](=O)[O-])cc1,101.3,101.0,102.5,96.4,0.6,0.2,103.8,92.2
Cc1cc(-c2nnc(SCC(=O)Nc3nc(-c4ccc(Cl)cc4)cs3)o2)no1,95.0,99.8,93.3,98.3,0.0,5.5,112.4,85.1
Cn1c(SCC(=O)c2ccc(O)cc2O)nnc1-c1ccccc1,104.3,104.1,101.7,99.0,0.2,-3.0,95.9,98.1
Cc1ccc2cccc(OCc3cccc([N+](=O)[O-])c3)c2n1,94.7,86.5,97.5,119.7,0.0,5.1,90.1,91.1
CCCCNCCOCCOc1ccc(C)cc1[N+](=O)[O-],96.5,98.7,102.8,95.4,0.2,1.3,95.3,90.4
CCOC(=O)C1(Cc2cccc(F)c2)CCN(Cc2nc(CC)[nH]c2C)CC1,100.8,100.6,104.2,101.5,0.6,3.6,104.2,88.0
COc1ccc(/C(O)=C2/C(=O)C(=O)N(CCN3CCOCC3)C2c2ccc(C)cc2)cc1 (configuration not stated),99.7,100.4,100.8,92.1,-0.1,-0.5,107.6,106.0
O=C(c1cccc(N2C(=O)C3C4C=CC(C4)C3C2=O)c1)N1CCCc2ccccc21 (configuration not stated),97.0,101.0,122.0,88.8,0.3,2.5,116.8,104.3
O=C(Nc1cccc([N+](=O)[O-])c1)c1cnccn1,108.7,102.6,103.8,91.5,-0.2,4.2,105.4,107.0
CC(=O)c1c(-c2ccccc2)c2cc(Cl)ccc2[nH]c1=O,99.9,103.7,98.2,93.8,-0.1,2.5,92.2,101.8
O=S(=O)(NCC1COc2ccccc2O1)c1ccccc1F (configuration not stated),92.5,90.5,90.6,126.0,0.1,4.7,92.5,95.1
CC(C)(C)C(=O)Nc1cc2c3c(c1)CCN3C(=O)CC2,93.0,103.0,94.6,95.9,-0.1,8.3,100.6,100.9
COC(=O)C(C(=O)OC)c1ncc(C(F)(F)F)cc1Cl,107.9,111.9,105.6,94.5,0.0,9.9,105.1,107.3
COc1cccc(CSc2nnc(C(F)(F)F)n2Cc2ccc(F)cc2)c1,96.0,98.4,104.3,107.3,0.2,1.6,105.3,94.2
COc1ccc(NC(=O)C2Cc3ccccc3CN2C(=O)c2ccco2)cc1 (configuration not stated),103.4,92.3,107.6,92.7,0.3,0.8,102.8,104.0
CCOC(=O)[C@H](CCc1ccccc1)N[C@@H](C)C(=O)N1CCC[C@H]1C(=O)O,100.7&98.7,92.0&84.6,97.9&94.2,96.3&108.5,0.0&-0.1,-2.0&-2.2,111.9&100.3,93.9&85.7
CC(=O)c1cc(Cl)ccc1OCC(=O)Nc1cccc(S(=O)(=O)N2CCCC2)c1,98.9,105.5,86.8,101.5,-0.1,-0.1,92.0,95.5
COc1ccccc1C(=O)Nc1ccc(S(=O)(=O)Nc2nccs2)cc1,97.2,100.7,104.0,105.9,-0.1,-2.1,100.6,101.8
C=CCn1c(=O)c(C(=O)NCc2ccc(Cl)cc2)c(O)c2ccccc21,106.9,94.8,104.0,94.3,0.0,.,97.0,106.2
CCOC(=O)C1(CCSC)NC(c2ccco2)C2C(=O)N(CC)C(=O)C21 (configuration not stated),99.0,101.5,99.5,112.7,0.1,2.1,93.8,90.5
S=C(NC1CCCCC1)NC1CC2C=CC1C2 (configuration not stated),99.1,115.9,102.9,88.5,0.1,3.2,117.8,100.5
O=C(C1=C[C@H](c2csc3ccccc23)C[C@H](OCc2ccc(CO)cc2)O1)N1CCN(Cc2ccc3c(c2)OCO3)CC1,95.5,97.0,95.9,123.3,0.1,5.2,94.8,92.5
CC(C(=O)Nc1ccon1)N1C(=O)c2ccccc2S1(=O)=O (configuration not stated),98.8,94.9,104.3,114.3,0.3,1.3,88.9,88.3

# Reprinted at random: 5 compounds from above.
SMILES,RPL19A-GFP yeast,AGP1-GFP MLPCN,MEP2-GFP yeast,CR mimetic SO,Efflux pump inh,AHR activator,LAP4-GFP MLPCN,CIT2 TOR yeast
O=C(CN1C(=O)C2C3C=CC(C3)C2C1=O)OCC(=O)c1ccccc1 (configuration not stated),102.0,98.2,88.9,90.5,-0.3,0.2,97.0,101.8
CCOC(=O)C1(Cc2cccc(F)c2)CCN(Cc2nc(CC)[nH]c2C)CC1,100.8,100.6,104.2,101.5,0.6,3.6,104.2,88.0
CCOc1ccccc1NC(=O)c1cnccn1,107.6,102.2,107.7,99.2,-0.2,2.7,101.1,106.1
Cn1c(SCC(=O)c2ccc(O)cc2O)nnc1-c1ccccc1,104.3,104.1,101.7,99.0,0.2,-3.0,95.9,98.1
COC(=O)C(C(=O)OC)c1ncc(C(F)(F)F)cc1Cl,107.9,111.9,105.6,94.5,0.0,9.9,105.1,107.3

# (more compounds)
SMILES,RPL19A-GFP yeast,AGP1-GFP MLPCN,MEP2-GFP yeast,CR mimetic SO,Efflux pump inh,AHR activator,LAP4-GFP MLPCN,CIT2 TOR yeast
Cc1cc2cc(C)c(SCC(=O)NCc3ccco3)nc2cc1C,96.8,95.6,103.9,95.5,0.0,-0.3,118.2,94.0
O=C(Nc1nc2cc3c(cc2s1)OCCO3)c1ccc([N+](=O)[O-])o1,101.5,87.5,94.0,101.7,0.0,6.7,101.2,86.6
Cc1cc(NC(=O)Cc2c(F)cccc2Cl)no1,98.3,100.9,99.8,80.9,-0.1,1.7,92.4,97.3
COc1ccc(CCC(=O)Nc2ccc(S(=O)(=O)N3CCOCC3)cc2)cc1,98.2,97.5,101.8,114.3,-0.2,-1.6,92.9,101.3
